Compound activity (PubChem BioAssay)
M1 ag: activates human CHRM1 receptor | CHO-K1 hM1, Fluo-8 calcium fluorescence, agonist mode; 0% DMSO, 100% acetylcholine EC100 | activation, % at 3 µM | P11229 | hit rate 0.33% among 360,000 | AID 588814;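 active means activation above the run's mean compound activation plus 3 SD, cut at about 16% in these data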;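 further: peak over basal fluorescence ratio within a 140 s kinetic read after compound addition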
OXTR potentiator: potentiators of human oxytocin receptor. AID 2445. hit rate 0.061% among 320,000. CHO-OTR cells, Fluo-8 calcium fluorescence, potentiator mode; 0% = oxytocin EC15, 100% = EC100. P30559. activation, % at 3 µM;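 active means activation above that plate's cutoff, the mean activation of tested compounds plus 3 SD, cut at about 6.6% in these data, passing the limit was not always enough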;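 further: 100% uses oxytocin at 75 nM as the full agonist control; some results filed as inactive read as strong as hits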
Target sequence (P30559 whole entry, looked up): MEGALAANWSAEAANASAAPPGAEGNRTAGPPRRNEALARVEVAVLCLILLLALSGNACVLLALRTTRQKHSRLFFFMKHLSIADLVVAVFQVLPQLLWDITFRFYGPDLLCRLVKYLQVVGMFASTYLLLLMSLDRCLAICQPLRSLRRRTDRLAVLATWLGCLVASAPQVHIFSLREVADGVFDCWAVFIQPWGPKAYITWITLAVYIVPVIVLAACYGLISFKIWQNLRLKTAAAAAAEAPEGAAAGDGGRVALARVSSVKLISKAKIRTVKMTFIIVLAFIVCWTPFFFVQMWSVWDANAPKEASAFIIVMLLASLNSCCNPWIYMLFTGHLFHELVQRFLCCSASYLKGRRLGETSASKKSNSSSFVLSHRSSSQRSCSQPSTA
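Assay system: CHO cell line stably expressing human OTR. Reagent: EC15 oxytocin agonist. Dosing: single dose, 3.0 µM nominal final compound concentration. Timing: compound 6 min at room temperature before oxytocin, 100 s read. Signal: kinetic Fluo-8 calcium fluorescence. Controls: oxytocin EC15 low and EC100 high.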
M4 antag: CHRM4 antagonism in calcium assay; inhibition, % at 3 µM; P08173; hit rate 0.73% among 360,000; CHO-hM4 cells, ACh EC80, Fluo-8 calcium fluorescence;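 active means inhibition above its plate's cutoff, the mean inhibition of sample wells plus 3 SD, cut at about 27% in these data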;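 further: 0% = acetylcholine EC80 with DMSO and 100% = DMSO without agonist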
Target sequence (P08173 whole entry, looked up): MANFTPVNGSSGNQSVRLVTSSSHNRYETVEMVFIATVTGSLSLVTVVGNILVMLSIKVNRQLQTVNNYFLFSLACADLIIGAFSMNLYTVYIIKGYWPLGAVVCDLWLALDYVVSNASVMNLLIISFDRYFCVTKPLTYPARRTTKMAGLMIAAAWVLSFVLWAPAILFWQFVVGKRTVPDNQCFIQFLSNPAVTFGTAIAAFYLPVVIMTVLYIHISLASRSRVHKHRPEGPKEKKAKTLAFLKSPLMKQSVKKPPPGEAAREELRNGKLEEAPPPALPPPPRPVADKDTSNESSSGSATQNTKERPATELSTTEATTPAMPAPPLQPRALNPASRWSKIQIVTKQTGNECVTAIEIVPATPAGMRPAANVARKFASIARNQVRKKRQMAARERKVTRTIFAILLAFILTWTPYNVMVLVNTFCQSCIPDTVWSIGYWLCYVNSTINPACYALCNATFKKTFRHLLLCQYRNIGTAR
CHRM1 PAM: human CHRM1 positive allosteric modulation | P11229 | CHO-K1 hM1, Fluo-8 calcium fluorescence, ACh EC20; 0% = ACh EC20, 100% = maximal ACh | activation, % at 3 µM | hit rate 0.088% among 360,000; in the data active means activation above about 19%, passing the limit was not always enough
M1 antag: blocks human M1 muscarinic receptor; inhibition, % at 3 µM; CHO-K1 hM1, Fluo-8 calcium fluorescence, ACh EC80 antagonist; AID 588852; P11229; hit rate 1.3% among 360,000;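 active means percent inhibition above its own plate's cutoff, namely the mean of that plate's compound wells plus 3 SD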;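 further: peak over basal fluorescence ratio during 140 s after agonist addition; 0% = ACh EC80 plus DMSO and 100% = DMSO alone without agonist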
CHO-K1 Ca ag: M1 agonist counterscreen hit in parental CHO-K1 cells; hit rate 0.48% among 360,000; Fluo-8 calcium fluorescence; scaled to maximal ATP response, vehicle zero; activation, % at 3 µM; AID 602248; in the data active means activation above about 15%;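 further: untransfected CHO-K1 host cells lacking M1 receptor as counterscreen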
CHO parental Ca: counter-screen for OX1R antagonists: effect in parental CHO cells; parental CHO-K1, ATP-induced calcium, Fluo-8 fluorescence; inhibition, % at 5.6 µM; AID 463079; hit rate 0.63% among 330,000;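 active means inhibition above that plate's mean sample inhibition plus 3 SD, cut at about 26% in these data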;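 further: 0% = ATP-challenged DMSO wells and 100% = DMSO wells without ATP; some compounds past the cut are filed as inactive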
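Material – parental CHO cells · Reagent – ATP stimulus · Compound – single nominal dose of 5.6 µM per compound · Detection – Fluo-8 fluorescence · Read-out basis – percent inhibition of calcium signal · Controls – ATP-challenged DMSO wells low, unchallenged DMSO wells high · Repeats – no replicates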
CHRM4 agonist: CHRM4 agonism in calcium assay; CHO-K1 hM4/Gqi5, Fluo-8 calcium fluorescence; vehicle 0%, full acetylcholine response 100%; AID 624127; activation, % at 3 µM; hit rate 0.14% among 360,000; P08173;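 active means activation above the run mean over all test wells plus 3 SD, cut at about 32% in these data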;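 further: peak over basal fluorescence ratio per well then scaled between controls; 0% = DMSO wells and 100% = acetylcholine at EC100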
CHO-K1 Ca antag: nonselective inhibitor or artifact in parental CHO-K1 cells. hit rate 0.6% among 360,000. ATP-induced calcium, Fluo-8 fluorescence. inhibition, % at 3 µM;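 active means inhibition above a per-plate cutoff, the plate's mean sample inhibition plus 3 SD, cut at about 24% in these data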;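 further: 0% = DMSO plus EC80 ATP and 100% = DMSO alone without ATP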
Active calls of the source: *; . = no result given.

SMILES	M1 ag	OXTR potentiator	M4 antag	CHRM1 PAM	M1 antag	CHO-K1 Ca ag	CHO parental Ca	CHRM4 agonist	CHO-K1 Ca antag
CCCC(C(=O)Nc1cc(S(=O)(=O)N2CCOCC2)ccc1OC)c1ccccc1 (stereo not drawn)	-2	-7	4	2	2	1.2	-12	1	-4
CC(=O)c1sc(Nc2ccccc2)nc1C	-6	.	-3	-8	-13	1.2	.	0	-20
CCOC(=O)CN1C(=O)N[C@@H](c2ccccc2)C(C(C)=O)=C1C	-5	-4	-9	5	-5	0.6	-2	0	1
CCn1c(C)nc2cc(C(=O)OCCC(F)(F)F)ccc21	-2	-10	3	8	-11	0.3	-11	2	-14
Cc1ccc(C2=NN(C3=NN=C(N)Cc4ncnn43)C(O)(C(F)(F)F)C2)cc1 (stereo not drawn)	-8	-10	2	13	-9	0.4	-21	0	-6
C=CCn1c(C)cc(C(=O)COC(=O)c2ccc3c(c2)NC(=O)CS3)c1C	-3	-6	-3	-12	16	5.8	-21	13	-1
CC(C)Oc1snc(Cl)c1C(N)=O	-1	-14	3	5	-7	-0.1	8	0	3
Cc1ccc(OCCNC(=O)C(C)SCC(=O)Nc2ccc(F)cc2)cc1 (stereo not drawn)	-3	-6	-8	-5	24	2.6	-18	3	0
COc1ccc(N(CC(=O)NC2CCCCC2)S(=O)(=O)c2cccnc2)cc1	-5	-6	-9	5	-5	1.1	-19	3	-3
CN(C)c1ccc(C(=O)C(O)c2ccc(C(C)(C)C)cc2)cc1 (stereo not drawn)	4	-4	7	1	8	0.6	-8	0	-3
CC(COS(N)(=O)=O)Cc1ccc(C(F)(F)F)cc1 (stereo not drawn)	-6	-9	-7	-2	0	-0.1	-1	-2	-4
CC(=O)N1N=C(c2ccccc2)OC1c1ccc([N+](=O)[O-])s1 (stereo not drawn)	-2	-12	4	-4	17	0.1	17	2	7
CN1C(=S)SC(N2OC3C(=O)N(c4ccccc4)C(=O)C3C2c2ccc(Cl)cc2)C1(C)C (stereo not drawn)	-7	-6	1	-3	-1	0.1	-13	0	6
CC(C)N(C(=O)C[n+]1ccsc1N)c1ccccc1	-14	2	-10	11	-6	-0.1	-8	1	8
O=C(Nc1ccc(N2CCOCC2)cc1N1CCOCC1)c1ccc(Br)cc1	-2	-5	9	5	-4	1.3	-11	0	11
N=C1C(c2nc3ccccc3s2)=C(O)CN1Cc1ccccc1	0	-11	-1	2	-15	-0.2	-7	0	-4
O=C(CSc1ncnc2nc[nH]c12)c1ccccc1	-3	-14	9	1	6	0.5	-18	1	-6
CN(c1ccccc1C(=O)Nc1ccccc1C(=O)NCc1ccco1)S(C)(=O)=O	1	1	9	12	-3	-0.2	-9	1	35*
CCN(CC)C(=O)[C@H]1C[C@H](CC(=O)NCCCOC)C(=O)N2CCc3c([nH]c4cc(CCC(=O)N(C)C)ccc34)[C@]12C	-4	.	4	-1	2	0.7	-6	0	-24
CC(=O)c1ccc2c(c1)CC1(C2)Cc2cc3c(cc2C1)C(=O)CC3 (stereo not drawn)	-2	.	5	-17	16	5.0	.	13	-6
CC(C)Oc1ccc(CNC2CCOC(C)(C)C2)cc1 (stereo not drawn)	-11	-4	-14	1	4	0.5	-2	4	-28
CCc1ccc(OCc2nnc(SCC(=O)NC3CCCCC3)o2)cc1	1	-3	0	-4	8	-0.1	-12	0	5
Cc1cc(=O)n2nc(N3CCCC3C(=O)NCCCN3CC(C)CC(C)C3)sc2n1 (stereo not drawn)	-5	3	-11	8	-11	-0.4	-7	0	-2
CCOC(=O)CCCCC(=O)c1[nH]c(=O)[nH]c1Cn1ccnc1	-2	-4	7	-1	-25	-0.2	2	1	2
CC(=O)c1ccc(NC(=O)C(C)OC(=O)c2ccc3c(c2)nc(C)n3-c2ccccc2)cc1 (stereo not drawn)	-4	1	10	9	-10	1.0	-3	3	0
Next records.
SMILES	M1 ag	OXTR potentiator	M4 antag	CHRM1 PAM	M1 antag	CHO-K1 Ca ag	CHO parental Ca	CHRM4 agonist	CHO-K1 Ca antag
NS(=O)(=O)c1ccc(CCNc2nc(CN3CCCCC3)nc3sc4c(c23)CCC4)cc1	-7	4	-7	-9	4	0.4	-12	0	-15
O=C(COc1ccc(N2CC(C(=O)O)CC2=O)cc1)Nc1cccc(C(F)(F)F)c1 (stereo not drawn)	-5	4	10	1	2	-0.1	-12	1	-5
C=Cn1cc[n+](CC(=O)c2ccc(Cl)cc2)c1	-10	-2	-2	10	-25	0.7	-4	0	-6
CN(C)CC(C)(C)CNC(=O)c1cc(=O)c2ccccc2o1	-7	-3	-22	1	-4	0.2	-11	1	9
Cc1ccc(C(=O)OCC(=O)N2CC(C)CC(C)C2)cc1S(=O)(=O)N1CCCCC1 (stereo not drawn)	-1	-1	-8	0	-10	2.1	-13	5	1
Cc1nnsc1C(=O)N/N=C/c1ccc2ccccc2c1O	7	-13	-15	-5	-1	5.9	23	4	-4
Cc1cc(=S)cc(C)n1CCCO	-7	1	12	-2	6	0.0	-2	0	29*
COc1ccc(Oc2c(C)oc3cc(OC(=O)N4CCOCC4)ccc3c2=O)cc1	0	0	9	-3	2	0.9	-10	3	-11
O=C(CN1CCN(S(=O)(=O)c2ccc(Br)cc2)CC1)N/N=C/c1ccco1	-10	-8	-2	9	-11	0.8	-11	5	-11
Cn1ncc2c(O/N=C(\N)c3ccc(C(F)(F)F)cc3)ncnc21	11	-1	1	19	-13	2.4	-16	3	-9
CC(C)NC(=O)CN1CCN(Cc2nc(-c3cccs3)no2)CC1	-6	-11	-1	1	14	0.3	-6	1	3
Cc1ccsc1C(=O)N1CCc2ccccc2C1	-1	0	-2	7	3	-0.4	-17	0	-7
Cc1ccc(C(=O)NC(=C(Cl)Cl)S(=O)(=O)c2ccc(C)cc2)cc1	-11	6	0	-7	-8	-0.1	-15	-2	-6
O=C(c1ccc(F)c(S(=O)(=O)N2CCOCC2)c1)N1CCN(c2ccc(F)cc2)CC1	-3	-5	1	0	2	2.7	-20	4	-16
COc1ccc(-n2c(SCC(=O)Nc3cc(C)on3)nc3ccccc3c2=O)cc1Cl	3	-2	-12	21	-26	0.7	-6	1	-8
CCOC(=O)C1CCCN(Cc2ccccc2OCC)C1 (stereo not drawn)	-7	4	-1	7	-10	0.9	-4	0	-7
CCNC(=O)C1CCCN(C(=O)c2cccc(OC(F)(F)F)c2)CC1 (stereo not drawn)	3	.	-1	3	-14	5.1	.	3	3
Cc1ccc(-n2nnnc2SCc2ccc(C(=O)O)cc2)cc1C	2	-15	-14	13	-18	5.1	-12	3	-7
O=CN1N=C(c2ccccc2)CC1c1ccc(Cl)cc1 (stereo not drawn)	-4	-3	8	4	-2	2.1	-16	1	5
CCOC(=O)Cn1ccc(NC(=O)c2ccc3c(c2)OCO3)n1	-2	-4	-5	4	-5	1.0	-7	1	-16
COc1cc(/C=C2/SC(N)=NC2=O)ccc1Oc1ccc([N+](=O)[O-])cc1[N+](=O)[O-]	-6	1	5	8	-6	0.5	-8	0	-5
Cc1ccc(-c2ccc(CN3C(C)C(=O)N(Cc4cn(CCC5OCCCO5)nn4)CCS3(=O)=O)cc2)cc1 (stereo not drawn)	-4	.	-8	-8	10	5.4	.	12	-11
COc1ccc2c(c1)C(=O)C(=O)N2CC1COc2ccccc2O1 (stereo not drawn)	10	-18	6	14	-6	2.1	-11	4	9
Cc1ccc(/C=C2\SC(=S)N(CCCC(=O)NNC(=O)c3ccccc3O)C2=O)cc1	-2	-1	-14	11	-20	0.7	-20	1	4
CCN=C1S/C(=C\c2ccc(N3CCOCC3)cc2C)C(=O)N1CC	-2	-10	8	2	-5	0.1	-8	0	1

2 entries from above in a different format:
Order of values: M1 ag, OXTR potentiator, M4 antag, CHRM1 PAM, M1 antag, CHO-K1 Ca ag, CHO parental Ca, CHRM4 agonist, CHO-K1 Ca antag
Cc1ccc(/C=C2\SC(=S)N(CCCC(=O)NNC(=O)c3ccccc3O)C2=O)cc1
 : -2, -1, -14, 11, -20, 0.7, -20, 1, 4
CCNC(=O)C1CCCN(C(=O)c2cccc(OC(F)(F)F)c2)CC1 (stereo not drawn)
 : 3, ., -1, 3, -14, 5.1, ., 3, 3

(continued)
SMILES	M1 ag	OXTR potentiator	M4 antag	CHRM1 PAM	M1 antag	CHO-K1 Ca ag	CHO parental Ca	CHRM4 agonist	CHO-K1 Ca antag
CCc1ccc(/C=C/C(=O)c2cc(Br)ccc(=O)c2O)cc1	0	-8	8	12	-11	-0.8	-7	1	-12
CCN(CC)S(=O)(=O)c1ccc(N2CCN(c3ccccc3OC)CC2)c(N)c1	1	-7	20	-18	34*	12	61*	18	17
Cc1cc(NC(=O)c2c(Br)c(C)nn2C)no1	-7	-1	-3	9	-9	0.9	-4	1	-13
CC(C)c1nnc(NC(=O)C2CCN(c3nc4ccccc4s3)CC2)s1	-5	-2	-1	5	-2	0.4	-24	1	-8
Cc1cccc(C)c1OCCSc1n[nH]c(N)n1	-3	1	1	3	-3	0.6	-22	1	-14
Cc1nc(-c2cccc(S(=O)(=O)N3CCCC(C)C3)c2)cs1 (stereo not drawn)	-2	-14	-1	0	3	0.3	-22	0	-2
O=C(O)CNc1ccc(S(=O)(=O)C(F)(F)F)cc1[N+](=O)[O-]	-1	0	7	10	-13	0.3	-3	0	8
COc1ccc(/C=C/C(=O)NCC(=O)N/N=C(/CCC(=O)O)c2ccccc2)cc1	-2	-6	30*	-2	4	0.2	0	4	-1
COc1ccc(-c2ccccc2)cc1NCc1ccc(OC)c(OC)c1	-7	-2	-7	13	-13	1.5	-17	-1	-10

By substructure, the compounds so far with an aryl methoxy group
SMILES	M1 ag	OXTR potentiator	M4 antag	CHRM1 PAM	M1 antag	CHO-K1 Ca ag	CHO parental Ca	CHRM4 agonist	CHO-K1 Ca antag
CCCC(C(=O)Nc1cc(S(=O)(=O)N2CCOCC2)ccc1OC)c1ccccc1 (stereo not drawn)	-2	-7	4	2	2	1.2	-12	1	-4
COc1ccc(N(CC(=O)NC2CCCCC2)S(=O)(=O)c2cccnc2)cc1	-5	-6	-9	5	-5	1.1	-19	3	-3
COc1ccc(Oc2c(C)oc3cc(OC(=O)N4CCOCC4)ccc3c2=O)cc1	0	0	9	-3	2	0.9	-10	3	-11
COc1ccc(-n2c(SCC(=O)Nc3cc(C)on3)nc3ccccc3c2=O)cc1Cl	3	-2	-12	21	-26	0.7	-6	1	-8
COc1cc(/C=C2/SC(N)=NC2=O)ccc1Oc1ccc([N+](=O)[O-])cc1[N+](=O)[O-]	-6	1	5	8	-6	0.5	-8	0	-5
COc1ccc2c(c1)C(=O)C(=O)N2CC1COc2ccccc2O1 (stereo not drawn)	10	-18	6	14	-6	2.1	-11	4	9
CCN(CC)S(=O)(=O)c1ccc(N2CCN(c3ccccc3OC)CC2)c(N)c1	1	-7	20	-18	34*	12	61*	18	17
COc1ccc(/C=C/C(=O)NCC(=O)N/N=C(/CCC(=O)O)c2ccccc2)cc1	-2	-6	30*	-2	4	0.2	0	4	-1
COc1ccc(-c2ccccc2)cc1NCc1ccc(OC)c(OC)c1	-7	-2	-7	13	-13	1.5	-17	-1	-10
